Source: PubChem
D2 potentiator: HTS Assay for Positive Allosteric Modulators of the Human D2 Dopamine Receptor: Primary Screen for Potentiators. HEK293 T-REx D2, calcium flux, EC20 dopamine potentiation. potentiation, % at 10 µM. actives 0.34% (n = 340,000). AID 485347, 2010;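 active means potentiation over 3 SD above the plate norm, cut at about 30% in these data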; further: 0% is about no effect
Target sequence (P14416 whole entry, looked up): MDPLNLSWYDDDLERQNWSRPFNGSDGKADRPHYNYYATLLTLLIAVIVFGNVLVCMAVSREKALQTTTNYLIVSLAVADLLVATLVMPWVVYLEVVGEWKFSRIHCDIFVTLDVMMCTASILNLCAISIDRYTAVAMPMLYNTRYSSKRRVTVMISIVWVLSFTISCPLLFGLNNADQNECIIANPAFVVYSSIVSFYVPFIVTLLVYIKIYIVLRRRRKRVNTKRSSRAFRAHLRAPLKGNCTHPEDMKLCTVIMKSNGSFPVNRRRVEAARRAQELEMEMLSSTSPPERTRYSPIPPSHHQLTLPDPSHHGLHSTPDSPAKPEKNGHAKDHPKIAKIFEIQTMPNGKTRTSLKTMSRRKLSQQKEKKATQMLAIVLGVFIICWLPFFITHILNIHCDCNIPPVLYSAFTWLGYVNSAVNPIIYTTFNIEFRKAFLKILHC
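Using a no-wash calcium dye in inducible, force-coupled HEK293 Trex cells expressing D2, we tracked fluorescence each second for 180 s after compound, then for 180 s after EC20 dopamine to detect augmented signalling.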
D2 antagonist: HTS Assay for Allosteric Antagonists of the Human D2 Dopamine Receptor: Primary Screen for Antagonists | D(2) dopamine receptor (Homo sapiens), P14416 | HEK293 TREx D2 cells, calcium flux, dopamine EC80 | inhibition, % at 10 µM | actives 2% (n = 340,000) | AID 485344, 2010; in the data active means inhibition above about 30%; further: 0% is about no effect
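Compounds are added to dye-loaded, induced HEK293 T-REx cells coupled to calcium release via D2; after a 3 min kinetic read an EC80 dopamine stimulus is given and fluorescence is recorded for 3 more min.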
D1 antagonist: Antagonist of Human D 1 Dopamine Receptor: qHTS. activity change, negative = inhibition, % at 10 µM. D(1A) dopamine receptor (Homo sapiens), P21728. actives 3.2% (n = 360,000). HEK293 TREx D1 cells, calcium flux, dopamine EC80; active compounds read low; in the data active means activity change below about -30%; further: on the % scale 0 is the no-effect control and ±100 the full control effect
Target sequence (P21728 whole entry, looked up): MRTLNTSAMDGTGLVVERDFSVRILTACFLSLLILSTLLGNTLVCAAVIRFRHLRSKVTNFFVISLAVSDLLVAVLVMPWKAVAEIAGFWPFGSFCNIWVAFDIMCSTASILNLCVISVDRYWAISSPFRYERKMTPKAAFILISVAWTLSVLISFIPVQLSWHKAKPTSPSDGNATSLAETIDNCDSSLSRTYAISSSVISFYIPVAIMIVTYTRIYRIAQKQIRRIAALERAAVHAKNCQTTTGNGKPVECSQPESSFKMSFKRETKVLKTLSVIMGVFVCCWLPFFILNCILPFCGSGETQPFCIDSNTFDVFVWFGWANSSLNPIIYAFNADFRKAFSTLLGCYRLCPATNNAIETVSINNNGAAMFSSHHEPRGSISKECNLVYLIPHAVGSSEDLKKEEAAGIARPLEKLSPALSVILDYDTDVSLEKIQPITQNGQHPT
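Calcium flux readout: force-coupled, inducible Hek293 Trex D1 line, cells induced overnight at 30 C with tetracycline, dye-loaded 30–90 min at RT. Antagonism scored against EC80 dopamine challenge given 180 s after compound.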
D1 ag: Allosteric Agonists of the Human D1 Dopamine Receptor: qHTS; D(1A) dopamine receptor (Homo sapiens), P21728; HEK293 T-REx D1 cells, calcium flux, agonist mode; activation, % at 2 µM; actives 1% (n = 360,000); further: 0% is about no effect
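Tetracycline-induced HEK293 TREx D1 cells, force-coupled to calcium signalling, were dye-loaded with a no-wash calcium kit. Compound was pin-added after a 10 s baseline. Fluorescence was read kinetically at 1 cycle/s for 180 s, with calcium rises flagged as agonism.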
TRHR agonist: qHTS for Small Molecule Agonists and Allosteric Enhancers of Human TRH Receptor: Primary Screen for Agonists; TRHR cells, calcium flux fluo-8, FDSS agonist mode; activation, % at 2 µM; actives 0.18% (n = 360,000); AID 493084, 2011; further: 0% is about no effect
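TRHR-expressing cells, plated overnight in medium with 10% serum, were loaded with fluo-8 calcium dye at room temperature. After a 10 s baseline, library compound was pin-added and calcium release was recorded kinetically (ex 480/em 530) as agonist response.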
D1 potentiator: Potentiators of Human D1 Dopamine Receptor: qHTS. HEK293 TREx D1 cells, calcium flux, dopamine EC20 potentiation. actives 0.036% (n = 360,000). D(1A) dopamine receptor (Homo sapiens), P21728. potentiation, % at 10 µM; in the data active means potentiation above about 30%; further: 0% is about no effect
TRHR enhancer: qHTS for Small Molecule Agonists and Allosteric Enhancers of Human TRH Receptor: Primary Screen for Enhancers; TRHR cells, fluo-8 calcium fluorescence, EC20 TRH enhancement; enhancement, % at 2 µM; actives 0.66% (n = 360,000); in the data active means enhancement above about 30%; further: 0% is about no effect
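TRHR-expressing cells loaded with fluo-8 calcium dye were read kinetically (ex 480/em 530) during compound addition, then stimulated with an EC20 of TRH (10 nM final). Enhancement of the Gq-mediated intracellular calcium response was scored.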
RXFP1 antag: qHTS Assay for Antagonists of the Relaxin Receptor RXFP1 | actives 0.59% (n = 350,000) | activity change, negative = inhibition, % at 57.5 µM | HEK293-RXFP1, relaxin-stimulated cAMP HTRF, 30 min; active compounds read low | AID 1259400, 2018 | Relaxin receptor 1 (Homo sapiens), Q9HBX9;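 active means activity change of -60% or lower, but not beyond a set lower limit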; further: on the % scale 0 is the no-effect control and ±100 the full control effect
D2 agonist: HTS Assay for Allosteric Agonists of the Human D2 Dopamine Receptor: Primary Screen for Agonists; HEK293 T-REx D2 cells, calcium flux agonist mode; AID 485358, 2010; actives 0.53% (n = 340,000); activation, % at 2 µM; D(2) dopamine receptor (Homo sapiens), P14416;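 active means activation over 3 SD above normal in the single-dose calcium agonist read, cut at about 30% in these data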; further: 0% is about no effect
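Tetracycline-induced HEK293 Trex cells with D2 receptor force-coupled to calcium signaling, plated overnight at 30 C and loaded with no-wash calcium dye. Calcium flux read kinetically for 180 s after compound addition; responses flag agonists.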
* hit, by the source's call; . = not tested or not shown. Unless noted, no stated cut-off is given here; in the data, active means activation above about 30%; inactive means the rest.

The opening 6 records (preview)
SMILES	D2 potentiator	D2 antagonist	D1 antagonist	D1 ag	TRHR agonist	D1 potentiator	TRHR enhancer	RXFP1 antag	D2 agonist
COc1ccc(CCNC(=O)CCN2C(=O)c3cccc4cccc(c34)C2=O)cc1OC	5	-28	0	1	0.1	2	2	-2	0.7
COc1ccc(NC(=S)N2CCCC2c2ccc(OC)c(OC)c2)cc1 (configuration not stated)	10	2	2	2	-0.3	2	6	-13	0.1
CSc1nnc(C)c(/C=C/NOCc2cccc(F)c2)n1	5	2	12	0	0.2	3	-2	13	-0.1
Cc1ccc(NS(=O)(=O)c2cccc(C(=O)N3CCOCC3)c2)cc1	8	9	1	3	1.5	3	0	-17	0.8
COCCn1c(SCC(=O)Nc2ccccc2C(F)(F)F)nc2ccccc2c1=O	-3	4	-8	0	-0.3	-2	-12	16	-2.0
O=C(O)c1ccccc1Nc1ccc(OC(F)F)cc1	2	7	1	2	-0.3	-7	2	-21	1.0

Main list, previewed entries included:
SMILES	D2 potentiator	D2 antagonist	D1 antagonist	D1 ag	TRHR agonist	D1 potentiator	TRHR enhancer	RXFP1 antag	D2 agonist
COc1ccc(CCNC(=O)CCN2C(=O)c3cccc4cccc(c34)C2=O)cc1OC	5	-28	0	1	0.1	2	2	-2	0.7
COc1ccc(NC(=S)N2CCCC2c2ccc(OC)c(OC)c2)cc1 (configuration not stated)	10	2	2	2	-0.3	2	6	-13	0.1
CSc1nnc(C)c(/C=C/NOCc2cccc(F)c2)n1	5	2	12	0	0.2	3	-2	13	-0.1
Cc1ccc(NS(=O)(=O)c2cccc(C(=O)N3CCOCC3)c2)cc1	8	9	1	3	1.5	3	0	-17	0.8
COCCn1c(SCC(=O)Nc2ccccc2C(F)(F)F)nc2ccccc2c1=O	-3	4	-8	0	-0.3	-2	-12	16	-2.0
O=C(O)c1ccccc1Nc1ccc(OC(F)F)cc1	2	7	1	2	-0.3	-7	2	-21	1.0
O=C(Nc1nnc(SCC(=O)N2CCOCC2)s1)C1CC(=O)N(c2ccccc2)C1 (configuration not stated)	.	15	6	1	0.1	-4	-7	0	-2.9
CS(=O)(=O)N(CC(=O)Nc1ccc(S(=O)(=O)N2CCOCC2)cc1)c1ccccc1Cl	.	.	5	3	0.2	0	-3	-1	.
CC(Sc1nncs1)C(=O)NCC(=O)Nc1ccc(F)c(F)c1F (configuration not stated)	-3	-2	8	1	-0.6	5	0	10	1.7
CCCCCNC(=O)c1ccc2c(=O)n(CCCOCC)c(=S)[nH]c2c1	.	-11	-3	2	0.0	-3	-2	-5	-0.4
COc1cc(C(=O)N2CC(C)OC(C)C2)c([N+](=O)[O-])cc1OC (configuration not stated)	-1	13	-51*	2	0.0	-3	-3	0	-0.7
CC(C)(C)c1ccc(Cn2nnc3c(=O)[nH]c(C4CCCN(C(=O)c5cccs5)C4)nc32)cc1 (configuration not stated)	.	.	16	3	0.0	1	13	-18	.

Profiles, quoted from the list. Screens in order: D2 potentiator, D2 antagonist, D1 antagonist, D1 ag, TRHR agonist, D1 potentiator, TRHR enhancer, RXFP1 antag, D2 agonist
COCCn1c(SCC(=O)Nc2ccccc2C(F)(F)F)nc2ccccc2c1=O as listed: -3, 4, -8, 0, -0.3, -2, -12, 16, -2.0
O=C(O)c1ccccc1Nc1ccc(OC(F)F)cc1 as listed: 2, 7, 1, 2, -0.3, -7, 2, -21, 1.0
COc1ccc(NC(=S)N2CCCC2c2ccc(OC)c(OC)c2)cc1 (configuration not stated) as listed: 10, 2, 2, 2, -0.3, 2, 6, -13, 0.1
CCCCCNC(=O)c1ccc2c(=O)n(CCCOCC)c(=S)[nH]c2c1 as listed: ., -11, -3, 2, 0.0, -3, -2, -5, -0.4
O=C(Nc1nnc(SCC(=O)N2CCOCC2)s1)C1CC(=O)N(c2ccccc2)C1 (configuration not stated) as listed: ., 15, 6, 1, 0.1, -4, -7, 0, -2.9

The results go on.
SMILES	D2 potentiator	D2 antagonist	D1 antagonist	D1 ag	TRHR agonist	D1 potentiator	TRHR enhancer	RXFP1 antag	D2 agonist
COc1cc2c(cc1OC)CN(C(=S)Nc1ccccc1)CC2	4	-6	-1	2	0.1	1	4	6	-0.4
COCCNC(=O)CSc1nc2cc3c(cc2c(=O)n1CCCC(=O)NCc1ccc2c(c1)OCO2)OCO3	9	.	12	1	-0.2	0	-1	-3	.
CCOc1ccccc1Nc1nc2ccccc2n1C(C)C	.	.	.	1	-0.8	-6	-3	4	.
COc1ccccc1C(=O)OCCN=C1NS(=O)(=O)c2ccccc21	4	-4	-5	1	0.8	2	0	-11	1.3
O=C(COc1ccc(/C=N/NC(=O)CSCc2ccc([N+](=O)[O-])cc2)cc1)NCc1ccco1	.	.	-13	18	1.5	-8	-8	2	.
Cc1sc2ncnc(N3CCC(C(=O)N(CC(C)C)c4nc5ccccc5s4)CC3)c2c1C	-6	6	1	1	0.1	5	-2	-5	0.1
CCOC(=O)C1CCN(C(=O)C2CCN(c3ncnc4c3nc3n4CCCCC3)CC2)CC1	0	10	3	4	-0.1	-4	4	0	0.7
CC(=O)N1N=C(c2ccco2)CC1c1ccc(C)cc1 (configuration not stated)	2	-23	6	1	-1.4	-5	9	-8	-0.7
O=C(NC1CCCCC1)c1cc(-c2cccc(Cl)c2)on1	-1	1	8	2	1.5	-6	9	-15	0.6
CCn1c(Cc2ccccc2)nnc1SCC(=O)c1c(N)n(C2CC2)c(=O)[nH]c1=O	8	-7	1	3	-0.2	-4	-4	2	0.0
CC(C)(C)c1ccc(C(=O)NNC(=O)CCC(=O)Nc2ccccc2)cc1	.	.	2	2	0.7	7	21	-3	.
CCNS(=O)(=O)c1ccc(CCC(=O)NCc2ccccn2)cc1	4	16	-13	0	-0.6	19	-4	-3	-0.3
Cc1[nH]c2c(Cl)cccc2c(=O)c1CN1CCCCCC1	-1	-3	-6	4	-1.5	0	0	-2	0.0
Cc1ccc(/C=N/n2cnc3sc4c(c3c2=O)CCCC4)o1	1	-4	-2	0	0.2	-1	3	-27	1.1
CN1CCSc2ccc(C(=O)Nc3ccc(Cl)cc3)cc21	-23	15	-2	2	0.5	3	5	3	0.2
COc1ccc(NC(=S)N(CCN(C)C)C(C)c2ccco2)cc1Cl (configuration not stated)	-2	4	-10	7	-0.3	-6	-3	7	-1.1
O=C(C1CCC(N2C(=O)C3CC=CCC3C2=O)CC1)N1CCCCC1 (configuration not stated)	-19	-2	-20	1	-0.9	7	3	0	-1.6
COc1cc(/C=N/Nc2nc(N3CCCC3)nc(N3CCCC3)n2)ccc1O	-4	.	8	1	0.0	5	-2	-5	.
Nc1nc2ccc(NC(=O)c3ccco3)cc2s1	-28	2	0	3	-0.9	-6	0	-7	-2.4
CCC1CCCCN1C(=O)COC(=O)CSc1ccc(C(N)=O)cc1[N+](=O)[O-] (configuration not stated)	7	1	-18	0	-0.1	-4	-2	7	0.4
O=C(CSc1nc2ncccc2[nH]1)NCCc1ccccc1	-9	2	-39*	0	1.3	-7	5	-2	-1.0
O=C(Cc1ccc(S(=O)(=O)N2CCOCC2)s1)NCCC(c1ccccc1)c1ccccc1	-2	17	3	2	0.0	-1	-3	9	8.3
CC(=O)c1cccc(NC(=O)CN2C(=O)c3cccnc3Sc3ccccc32)c1	-10	.	-3	1	0.4	-5	-8	-19	1.0
Cc1[nH]c(=O)nc(SCc2cccc(Cl)c2)c1C#N	6	7	2	3	0.5	8	6	-15	-1.9
CCOc1ccccc1CN1CCN(Cc2cccc3c2OCO3)CC1CCO (configuration not stated)	-24	10	25	2	0.0	7	5	13	-0.7
Cc1c(C)n(O)c2ccc3nonc3c12	9	41*	1	1	0.7	2	1	13	0.8
CC1(C)OC(=O)N(Cc2ccco2)C1(C)O (configuration not stated)	.	.	5	4	2.2	6	-4	-19	.
O=C(CN1C(=O)C2(SCC(=O)N2c2ccccc2)c2ccccc21)NCc1ccccc1 (configuration not stated)	-6	.	-4	-1	0.0	0	0	.	6.6
Cc1onc(-c2ccccc2)c1NC(=O)N(CCC(=O)O)Cc1ccccc1	-3	1	-3	1	-0.3	3	1	3	0.1
COc1ccc(NS(=O)(=O)c2cccc(C(=O)N/N=C(\C)c3ccc(-n4ccnc4)cc3)c2)cc1	16	-28	4	-1	-0.1	14	0	-4	0.6
O=C(CN1C(=O)NC2(CCCC2)C1=O)OCc1cccc(Br)c1	2	-19	7	2	-0.3	-3	12	-5	-0.2
COc1ccc(N2CCN(C(=O)CSc3nc4ccccc4nc3Cc3ccc(Cl)cc3)CC2)cc1	14	.	-8	0	0.3	-3	-3	-8	0.3
COc1ccccc1-n1cc(CN2CCN(CC=C(C)C)C(CCO)C2)cn1 (configuration not stated)	-21	9	-7	0	-0.1	-5	0	-2	0.3
COC(=O)CSc1nnc(CCc2nc3ccccc3[nH]2)n1C	7	7	-3	0	-0.6	-2	8	-10	0.1
CCOc1nc(C)ccc1-c1noc(-c2ccncc2)n1	5	8	11	1	-0.2	0	5	1	-0.8
Cc1ccc2nc(SCC(=O)c3c(N)n(C4CC4)c(=O)[nH]c3=O)[nH]c2c1	8	-30	9	5	-0.9	-3	4	-4	-2.1
Cc1nn(C)c(=O)n1-c1ccccc1	-5	-3	6	2	0.6	5	-3	-5	0.6
O=C(NCC1CCCN(Cc2ccc3nonc3c2)C1)c1cccc(C(F)(F)F)c1 (configuration not stated)	2	10	-9	3	0.2	1	-16	2	-0.2
COc1ccc(CCN2CC(C(=O)NCC3(O)CCCCC3)CCC2=O)cc1 (configuration not stated)	21	-3	4	4	0.4	-4	-2	7	0.4
O=C(COc1cccc2c1CCN(Cc1ccc(Br)cc1)C2=O)NCc1ccco1	-7	1	-8	12	1.0	-6	-1	5	1.0
Cc1ccccc1OCCC(=O)OCC(=O)NC1CCCCC1	-7	4	-7	2	-0.2	-6	1	-4	-0.1

Random draw from the library; overall some 7.3% were active at least once.
